Compound activity (PubChem)
TNAP inh hi DEA – inhibitors of human TNAP at high phosphate acceptor concentration; P05186; purified TNAP, CDP-star luminescence, 1 M DEA; inhibition, % at 20 µM; 200,000 tested, 0.03% active; AID 1135;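 active means over 50% inhibition of tissue-nonspecific alkaline phosphatase at 20 µM in the single-dose screen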;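 further: plate controls were DMSO wells for no effect and EDTA-quenched wells as full inhibition for full effect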
Target sequence (P05186 whole entry, looked up): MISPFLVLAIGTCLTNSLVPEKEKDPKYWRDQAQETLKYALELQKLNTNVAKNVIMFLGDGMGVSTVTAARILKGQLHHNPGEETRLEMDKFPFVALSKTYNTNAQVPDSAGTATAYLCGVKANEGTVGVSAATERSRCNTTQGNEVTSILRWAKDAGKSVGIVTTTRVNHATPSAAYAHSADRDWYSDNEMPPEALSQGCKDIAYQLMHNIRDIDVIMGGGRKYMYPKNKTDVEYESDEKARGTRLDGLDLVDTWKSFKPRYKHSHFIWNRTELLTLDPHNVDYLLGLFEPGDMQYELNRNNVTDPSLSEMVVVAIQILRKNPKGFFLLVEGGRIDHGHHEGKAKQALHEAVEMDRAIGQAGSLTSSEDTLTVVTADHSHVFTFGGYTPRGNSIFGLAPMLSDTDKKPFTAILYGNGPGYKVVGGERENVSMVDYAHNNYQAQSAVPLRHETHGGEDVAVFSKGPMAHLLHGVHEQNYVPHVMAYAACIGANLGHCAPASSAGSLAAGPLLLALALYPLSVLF
PPARg SRC-3 ag – promotes SRC-3 coactivator recruitment by human PPARgamma; biochemical PPARgamma/SRC-3 coactivator recruitment assay; activation, % at 8 µM; 200,000 tested, 0.26% active; AID 731; in the data active means activation above about 23%;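 further: 0% = DMSO and 100% = reference agonist; some compounds past the cut are filed as inactive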
Target sequence (P37231 whole entry, looked up): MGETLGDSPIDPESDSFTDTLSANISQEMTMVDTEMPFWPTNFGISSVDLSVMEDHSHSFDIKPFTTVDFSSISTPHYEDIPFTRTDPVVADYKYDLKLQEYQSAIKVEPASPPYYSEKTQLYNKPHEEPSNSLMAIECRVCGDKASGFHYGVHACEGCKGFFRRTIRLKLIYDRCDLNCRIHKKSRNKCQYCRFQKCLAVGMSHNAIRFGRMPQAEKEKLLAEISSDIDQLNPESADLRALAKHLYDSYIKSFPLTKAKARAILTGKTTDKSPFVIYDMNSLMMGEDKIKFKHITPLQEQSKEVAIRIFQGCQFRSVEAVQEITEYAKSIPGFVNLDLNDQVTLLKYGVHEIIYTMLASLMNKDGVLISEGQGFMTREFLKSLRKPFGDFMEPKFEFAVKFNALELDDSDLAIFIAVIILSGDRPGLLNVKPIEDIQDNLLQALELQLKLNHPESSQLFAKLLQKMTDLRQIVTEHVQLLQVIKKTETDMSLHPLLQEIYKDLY
bIAP act – increases bovine intestinal alkaline phosphatase activity; purified bovine IAP, CDP-star luminescence, 30 min; hits give high values; fold of DMSO-control signal, blank-subtracted; activation factor at 20 µM; 200,000 tested, 0.17% active; AID 1016;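 active means activation factor of 2 or more at 20 µM, a signal rise over negative controls twice the positive control's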
SRC2 TRFRET art – flags TR-FRET format artefacts in PPARgamma SRC-2 recruitment agonist screen; TR-FRET artefact counter-screen; hits give high values; AID 1049; TR-FRET ratio at 8 µM; 200,000 tested, 0.4% active; in the data active means TR-FRET ratio above about 2000; further: inactives centre near 1500
TNAP act hiacc – activators of human TNAP at high phosphate acceptor concentration. P05186. purified TNAP, CDP-star luminescence, 1 M DEA, 30 min; hits give high values; 0 = EDTA background, 1 = DMSO-only activity. activation factor at 20 µM. 200,000 tested, under 10 active;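 active means activation factor at least 2 at 20 µM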
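Measured by: Luminescent substrate turnover signal | Test system: Human TNAP | Input: TNAP 1/800 final | Dosing: 20 µM single point | Schedule: 30 min, room temperature | Controls: EDTA wells as negative control, DMSO wells as positive control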
PPARg SRC-1 ag – agonists of human PPARgamma SRC-1 coactivator recruitment; P37231; PPARgamma-SRC-1 coactivator recruitment biochemical assay; activation, % at 8 µM; 200,000 tested, 0.41% active; in the data active means activation above about 19%;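 further: 0% = DMSO and 100% = reference agonist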
Efa HMGR inh – E. faecalis class II HMG-CoA reductase inhibition; purified E. faecalis HMGR, NADPH absorbance 340 nm kinetic; inhibition, % at 10 µM; 190,000 tested, 0.41% active; AID 1066;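 active means inhibition above a set limit, the median over all tested compounds plus 3 SD, cut at about 9.5% in these data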;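 further: enzyme runs in reverse so mevalonate oxidation gives rising NADPH absorbance; 0% = complete reaction with DMSO and 100% = background rate lacking mevalonate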
TNAP inh noacc – blocks human TNAP activity with no phosphate acceptor present; AID 1012; purified TNAP, CDP-star luminescence, 30 min; inhibition, % at 20 µM; 200,000 tested, 0.26% active; P05186;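 active means tissue-nonspecific alkaline phosphatase inhibition above about 50% at 20 µM in the single-dose screen, limit read from the data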;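 further: 0% = DMSO negative control and 100% = EDTA positive control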
bIAP inh – blocks bovine intestinal alkaline phosphatase activity. purified bovine IAP, CDP-star luminescence, 30 min. inhibition, % at 20 µM. 190,000 tested, under 10 active;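 active means over 50% inhibition of intestinal alkaline phosphatase at 20 µM in the single-dose screen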
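System: purified bovine intestinal alkaline phosphatase (IAP) enzyme; Input: IAP diluted 1/65,000,000 in the well; Measured by: CDP-star luminescence signal; Compound dosing: 20 µM single dose; Incubation: 30 min reaction at room temperature.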
PPARg SRC-2 ag – agonists of SRC-2 recruitment by human PPARgamma | 200,000 tested, 0.34% active | activation, % at 8 µM | AID 1032 | PPARgamma LBD-SRC-2 recruitment, biochemical; in the data active means activation above about 22%;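 further: 0% = vehicle and 100% = reference agonist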
* marks the source's active call; other numbers are inactive results; . = no result given.

SMILES	TNAP inh hi DEA	PPARg SRC-3 ag	bIAP act	SRC2 TRFRET art	TNAP act hiacc	PPARg SRC-1 ag	Efa HMGR inh	TNAP inh noacc	bIAP inh	PPARg SRC-2 ag
COc1ccc(C(=O)NCc2nnc(SCC(=O)N3CCOCC3)o2)cc1	-6	-1	1.3	1719	1.1	6	-1	-12	-34	6
O=C(NCCN1CCOCC1)C(=O)NCc1ccco1	0	4	0.9	1455	1	-4	4	-3	7	-1
C=C(C)C(=O)NNc1ccccc1	-5	-2	1	1478	1.1	-1	0	6	-2	-9
COc1ccc(NC(=O)CC23CC4CC(C2)CC(n2nnc(C)n2)(C4)C3)cc1	0	2	1	1697	1	0	-4	-7	1	9
O=C(COC(=O)c1cccc(C(=O)OCC(=O)c2ccc(Br)cc2)n1)c1ccc(Br)cc1	-8	-2	0.4	1362	1.1	4	-3	4	.	11
CCn1cc(/C=N/NC(=O)c2ccc3c(c2)OCO3)c(C)n1	-1	1	0.9	1456	1	2	-1	-8	6	10
Cn1c(=O)c2c(ncn2CC(=O)OCC(=O)NC2CCCc3ccccc32)n(C)c1=O (stereo not given)	3	-1	1	1449	1	4	-6	-3	1	7
Clc1ccc(-n2nnnc2SCc2cn3ccccc3n2)cc1	-4	-1	0.9	1696	1	5	-3	-22	10	9
CC(/C=N/n1cnnc1)=C\c1ccco1	-6	4	0.6	1740	1.1	8	6	-10	44	12
CCOc1ccc(NC(=O)NNC(=O)c2ccc(CC)s2)cc1	-5	3	1.1	1660	1.1	8	8	-10	-9	-4
COC(=O)CSc1nccc(-c2cccs2)n1	-5	-1	0.9	1882	1	5	-3	-1	8	0
CCN(CC(=O)NCc1ccccn1)S(=O)(=O)c1ccc(Cl)cc1	2	-6	0.9	1476	1	4	-2	-6	9	6
CCOc1ccc(S(=O)(=O)NN=C2CCN(C(C)=O)CC2)cc1	-3	3	1	1557	1	8	1	-10	-4	10
CN(C)c1cccc(C(=O)n2cc(C(=O)c3cc(F)ccc3O)cn2)c1	-3	7	1	1610	1	8	0	27	-2	5
CCN(CC)c1ccc(/C=N\NC(N)=O)cc1	3	8	1	1576	1	15	3	-2	1	6
CCc1nnc(NC(=O)CCC(=O)NCC2CCCO2)s1 (stereo not given)	-4	6	1	1454	1	8	-1	-10	-3	3
Cc1cc(Cl)c(S(=O)(=O)Nc2ccon2)cc1OCC(=O)NC1CCCCC1	-1	1	0.9	1467	1	0	0	-22	12	1
CC(C)CC(=O)Nc1cccc(NC(=O)c2ccccc2Cl)c1	-8	-4	0.9	1445	1.1	-8	-7	-11	8	-5
O=C(Cn1ncc2c1-c1ccccc1OC2)N1CCN(c2ccccn2)CC1	-3	5	1	1571	1	3	0	-13	-1	6
O=C(c1cc2ccccc2oc1=O)N(Cc1cccs1)Cc1ccccc1Cl	5	15	1	1536	0.9	3	-5	-1	1	14
NNc1nc2c(-c3ccc(Cl)cc3)nnn2c2ccccc12	-5	6	1	1573	1.1	11	-5	-33	0	2
CCC12CC3CC(C1)CC(C(=O)O)(C3)C2	-4	11	0.9	1732	1	2	-2	-9	14	6
CCn1ccnc1C(O)c1ccccc1OC (stereo not given)	-2	4	1	1470	1	3	2	-3	-3	3
CCCCCNC(=O)c1ccc2c(=O)n(CC3CCCO3)c(=O)[nH]c2c1 (stereo not given)	-6	-2	0.9	1398	1.1	6	1	-10	11	-5
O=C(OCC(=O)N1CCc2ccccc2C1)c1cccnc1Cl	-8	4	1	1492	1.1	2	-2	-15	-2	7
Oc1ccc(-c2[nH]ncc2-c2nc3ccccc3s2)c(O)c1	-6	2	1.2	1698	1.1	11	-3	-34	-23	0
COCCn1c(C)cc(C(=O)CSc2nc(C)nc3sc4c(c23)CCC4)c1C	.	11	.	1631	.	-1	.	.	.	-4
O=C1CC(C(=O)N(c2ccccc2)C(C(=O)NC2CCCC2)c2ccncc2)CS1 (stereo not given)	-4	6	0.8	1583	1	7	0	-4	18	5
COc1ccccc1NC(=O)N1CCc2[nH]c3ccc(F)cc3c2C1	-6	-3	1	1536	1.1	-6	1	-8	4	8
O=C(CSc1ncccn1)NCc1ccccc1Cl	-6	0	0.9	1459	1.1	12	-4	2	7	5
O=C(CN1C(=O)COc2ccccc21)N(Cc1ccccc1)Cc1ccccn1	-2	2	0.9	1736	1	-2	1	-3	7	8
O=C(O)C1CN(c2nc(Cl)ccc2[N+](=O)[O-])C1	6	4	1	1631	0.9	-3	1	4	2	6
CC12COC3(C(=O)Nc4ccccc4F)CC1CCC32C (stereo not given)	0	0	0.9	1362	1	-5	-1	-10	12	6
Cc1[nH]ccc(=O)c1Oc1ncc(C(F)(F)F)cc1Cl	-3	4	1	1624	1	7	-3	-15	-1	3
CC(NS(=O)(=O)c1cccc(Cl)c1)C(=O)Nc1ccc(-c2nc3ccccc3s2)cc1 (stereo not given)	-6	2	0.8	1647	1.1	8	-8	-14	17	9
Cc1ccc2c(c1)C(c1ccncc1)=NNC(c1ccc(F)cc1)=N2	-4	0	1	1799	1	0	1	-4	-4	1
COc1ccc(C2SCC(=O)N2CCCN(C)C)cc1 (stereo not given)	-7	2	1	1495	1.1	-3	-6	-14	0	2
O=C(Nc1nnc(SCc2ccc(Cl)cc2)s1)C1CCCO1 (stereo not given)	2	15	0.9	1515	1	6	4	-3	9	4
CN(Cc1ccccc1)c1nc2c(c(=O)[nH]c(=O)n2C)n1CCOc1ccccc1	-2	-9	1.1	1556	1	3	-1	2	-7	-8
COC(=O)c1sccc1NC(=S)Nc1ccc(F)cc1F	0	3	0.9	1415	1	1	-2	-13	6	-3
O=S(=O)(N/N=C/c1ccc(OC2CSC2)cc1)c1ccccc1	-3	0	1	1451	1	-1	5	-11	5	1
Cn1nnnc1SCC(=O)Nc1ccccc1C(N)=O	-1	2	1	1507	1	-5	0	-10	2	12
CC1=NN(c2nc(-c3ccc(C)cc3)cs2)C(=O)C1N=Nc1ccccc1O (stereo not given)	19	4	1.1	1482	0.8	2	-1	21	-8	2
O=C(Nc1ccc([N+](=O)[O-])cc1)c1cn(-c2ccccc2)nc1-c1cc2ccccc2o1	5	0	1	1595	0.9	5	-6	-16	-3	3
COCCOc1cc(NC(=O)CS(=O)CC(=O)N(C)C)c(Cl)cc1Cl (stereo not given)	0	-5	0.9	1461	1	8	-7	-7	10	-10
O=C(c1ccco1)N1CCN(Cc2nc3ccccc3c(=O)n2-c2ccc(F)cc2)CC1	-3	-12	0.9	1436	1	-3	-1	-15	7	6
O=C(Nc1c(F)cc(F)cc1Br)c1cc(-c2ccc(O)cc2)on1	-5	3	1	1699	1	3	-2	-14	1	6
CC12CCC(C(=O)Nc3ccccc3Cl)(C(Br)C1=O)C2(C)C (stereo not given)	-2	1	1.1	1437	1	9	-3	-8	-5	-1
CCOC(=O)c1ccccc1NC(=O)/C(C)=C/C(=O)O	-4	-6	1	1494	1	2	-3	-9	2	-4
O=C1Nc2ccc(F)cc2C12SCCS2	-2	-2	0.9	1513	1	-3	-9	-5	12	0

Some of these compounds in order of formula weight, rising.
SMILES	TNAP inh hi DEA	PPARg SRC-3 ag	bIAP act	SRC2 TRFRET art	TNAP act hiacc	PPARg SRC-1 ag	Efa HMGR inh	TNAP inh noacc	bIAP inh	PPARg SRC-2 ag
O=C(CSc1ncccn1)NCc1ccccc1Cl	-6	0	0.9	1459	1.1	12	-4	2	7	5
CCOc1ccc(S(=O)(=O)NN=C2CCN(C(C)=O)CC2)cc1	-3	3	1	1557	1	8	1	-10	-4	10
Clc1ccc(-n2nnnc2SCc2cn3ccccc3n2)cc1	-4	-1	0.9	1696	1	5	-3	-22	10	9
CN(C)c1cccc(C(=O)n2cc(C(=O)c3cc(F)ccc3O)cn2)c1	-3	7	1	1610	1	8	0	27	-2	5
O=C(Nc1c(F)cc(F)cc1Br)c1cc(-c2ccc(O)cc2)on1	-5	3	1	1699	1	3	-2	-14	1	6
CC(NS(=O)(=O)c1cccc(Cl)c1)C(=O)Nc1ccc(-c2nc3ccccc3s2)cc1 (stereo not given)	-6	2	0.8	1647	1.1	8	-8	-14	17	9

New compounds follow
SMILES	TNAP inh hi DEA	PPARg SRC-3 ag	bIAP act	SRC2 TRFRET art	TNAP act hiacc	PPARg SRC-1 ag	Efa HMGR inh	TNAP inh noacc	bIAP inh	PPARg SRC-2 ag
CSCCC(NC(=O)c1ccc(Cl)cc1)C(=O)OCC(=O)Nc1cc(Cl)ccc1C (stereo not given)	-3	2	0.7	1513	1	-3	-4	-23	27	-3
CCCCc1nc2ccccc2c(NC(=O)CN2CCCC2)c1CCC	-1	-1	0.9	1712	1	3	-3	-2	8	11
N/C(=N\OC(=O)COc1ccc(Cl)cc1)c1cccnc1	-2	3	0.9	1591	1	-5	-6	-6	6	-1
O=C(c1ccccc1)N1CCN(c2ncnc3c(-c4ccccc4)nsc23)CC1	-3	2	1	1765	1	5	0	0	-2	-4
CCOc1cccc(C(=O)N(Cc2ccco2)C2CCS(=O)(=O)C2)c1 (stereo not given)	-3	-6	0.9	1618	1	-3	-3	-15	6	3
CCOc1ccc(N2C(=O)CC(SC(=NC)Nc3ccc(F)cc3)C2=O)cc1 (stereo not given)	-2	-5	0.9	1490	1	-8	-1	-8	14	0
CSCCNC(C)=O	-2	2	1	2040*	1	-1	0	-24	1	24*
Cc1ccc(S(=O)(=O)NCC(=O)N2CCN(c3ccccn3)CC2)cc1	-4	-4	0.8	1463	1	0	-2	-10	20	8
Cc1ccccc1CSc1nc2c(c(=O)[nH]1)CCC2	-3	0	0.9	1679	1	6	0	-4	11	7
CCN(CC)c1ccc(C(=O)Nc2cccc(F)c2)cc1	-1	8	0.4	1525	1	6	4	-10	.	6
Cc1ccc2c(C)nc(SC(C(=O)c3ccccc3)c3ccccc3)nc2c1 (stereo not given)	11	-5	1	1493	0.9	0	-3	3	2	-1
CSc1nc2c(c(=O)n1-c1ccc(F)cc1)SCC2	-6	10	0.9	1477	1.1	4	5	-14	13	-7
Cc1ccc(-c2csc(NC(=O)c3ccc(C)o3)n2)cc1	2	3	0.8	1538	1	0	-4	-2	22	7
O=C(N/N=C1\CCCc2ccccc21)c1ccc([N+](=O)[O-])cc1	2	2	1.4	1458	1	1	-10	-9	-41	5
OC(Cn1cncn1)c1ccc(Cl)cc1 (stereo not given)	-2	-6	0.9	1485	1	5	-1	-2	6	2
CCC(CC)C(=O)Nc1ccccc1NC(C)=O	2	-2	1	1576	1	-4	1	-6	0	-7
COC(=O)c1nnc(-c2ccccc2)nc1OC	-2	7	1	1674	1	-1	-3	-10	0	4
COc1ccc(/C=C(/NC(=O)c2ccco2)C(=O)N2CCCC2=O)cc1	-9	1	0.9	1615	1.1	3	-7	-16	6	5
CC(=O)N1CCc2cc(S(=O)(=O)NCCCOC(C)C)ccc21	-5	-4	1	1465	1	-1	2	-12	2	-1
Cc1ccc(C(=O)N/C(=C\c2cccs2)C(=O)NCC2CCCO2)cc1C (stereo not given)	-4	-1	1.5	1625	1	-1	4	-5	-54	-3
COc1ccc(CNC(=O)C2C3C=CC4(CN(Cc5cccnc5)C(=O)C24)O3)cc1 (stereo not given)	-2	0	1	1560	1	2	-12	-10	2	13
COc1ccccc1CO/N=C/NC(=O)c1c(OC)ccnc1Oc1ccc(F)cc1	2	5	1	1514	1	3	-5	-5	4	11
